CHT PAM – allosterically activates the human high affinity choline transporter. Q9GZV3. CHT-expressing cells, membrane potential dye, choline EC20; active compounds read high; LV-AA mutant CHT in HEK293 cells. AID 488977. 0.49% of 310,000 active. B-score at 10 µM;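 active means initial fluorescence not abnormally high and integrated response B-score, plate-corrected, over 3 SD above library mean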
Target sequence (Q9GZV3 whole entry, looked up): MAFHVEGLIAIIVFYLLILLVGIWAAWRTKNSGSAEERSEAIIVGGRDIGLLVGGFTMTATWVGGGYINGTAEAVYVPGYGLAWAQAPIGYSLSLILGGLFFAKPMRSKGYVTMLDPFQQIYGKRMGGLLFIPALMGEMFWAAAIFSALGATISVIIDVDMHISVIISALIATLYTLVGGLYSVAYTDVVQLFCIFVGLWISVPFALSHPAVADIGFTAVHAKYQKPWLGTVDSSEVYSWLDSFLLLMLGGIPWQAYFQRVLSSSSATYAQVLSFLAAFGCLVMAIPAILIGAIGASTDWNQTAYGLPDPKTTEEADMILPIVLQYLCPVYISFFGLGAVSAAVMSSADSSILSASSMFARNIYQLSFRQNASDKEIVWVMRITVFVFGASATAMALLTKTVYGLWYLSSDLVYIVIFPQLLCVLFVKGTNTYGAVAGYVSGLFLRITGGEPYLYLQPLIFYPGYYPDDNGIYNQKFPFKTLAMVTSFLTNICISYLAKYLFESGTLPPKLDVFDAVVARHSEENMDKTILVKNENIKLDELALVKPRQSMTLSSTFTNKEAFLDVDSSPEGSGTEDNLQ
OX1R antag-1 – antagonists of human orexin 1 receptor (OX1R) | O43613 | OX1R-expressing cells, FRET antagonist read-out | inhibition, % at 6.6 µM | 1.8% of 330,000 active | AID 485270; in the data active means inhibition mostly above about 38%, no sharp cut-off; inactive means mostly below about 40%;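 further: 0% = agonist challenge alone and 100% = reference antagonist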
Target sequence (O43613 whole entry, looked up): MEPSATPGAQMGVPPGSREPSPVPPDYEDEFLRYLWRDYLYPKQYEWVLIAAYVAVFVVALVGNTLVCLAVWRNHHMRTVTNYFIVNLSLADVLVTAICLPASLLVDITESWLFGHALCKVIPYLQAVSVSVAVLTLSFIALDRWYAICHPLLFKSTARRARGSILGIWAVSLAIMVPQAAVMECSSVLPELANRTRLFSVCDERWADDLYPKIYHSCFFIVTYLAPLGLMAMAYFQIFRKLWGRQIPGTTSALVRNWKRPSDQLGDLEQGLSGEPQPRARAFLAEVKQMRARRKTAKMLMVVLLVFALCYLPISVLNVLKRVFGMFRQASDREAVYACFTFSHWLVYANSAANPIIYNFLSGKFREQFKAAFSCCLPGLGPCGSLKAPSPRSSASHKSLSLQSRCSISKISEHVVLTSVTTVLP
OX1R antag-2 – antagonists of human orexin 1 receptor; 0.43% of 330,000 active; inhibition, % at 5 µM; CHO/OX1R cells, Fluo-8 calcium fluorescence, orexin A; AID 434989; O43613;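 active means inhibition above its plate's threshold, mean inhibition of all tested compounds on the plate plus 3 SD, cut at about 37% in these data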;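 further: 0% = orexin A challenge wells and 100% = SB-334867-A antagonist wells; not every result past the cut was called active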
Numbers without * were called inactive; i = inactive; nt = not tested or not shown.

SMILES	CHT PAM	OX1R antag-1	OX1R antag-2
N=c1n(CCN2CCOCC2)c2ccccc2n1Cc1ccccc1Br	i	15	-28
COc1cccc(C2C3=C(N=c4s/c(=C\c5cccc(O)c5)c(=O)n42)c2ccccc2CC3)c1OC (centres undefined)	i	-1	-12
CCC(N1CCOC1=O)S(=O)(=O)c1ccc(C)cc1 (centres undefined)	i	11	-4
O=C(OCC(=O)N1CCCCC1)c1cc(=O)[nH]c2ccccc12	nt	20	-21
COc1ccc(N(CC(=O)NCCSC2CCCCC2)S(=O)(=O)c2ccccc2)cc1OC	i	19	-35
O=C(Nc1nc2c(c(=O)[nH]1)CCCC2)C1CC1	i	14	-1
COCCCNC(=O)CC1C[C@H](C(=O)N2CCCCC2)[C@@]2(CCc3ccccc3)c3[nH]c4ccc(OC)cc4c3CCN2C1=O (some centres undefined)	nt	9	-19
CCC(C)CCN1C(N(C)C)=NC[C@@H]1CC(C)C (some centres undefined)	i	43	0
O=C(CNC(=O)c1ccccc1)N/N=C/C=C/c1ccccc1	i	5	-15
COC(=O)CC1C(=O)NCCN1C(=O)CSc1nnnn1-c1ccc(Cl)cc1 (centres undefined)	i	16	-7
CCn1c(C)nc2cc(C(=O)NNS(=O)(=O)c3c(F)cc(F)c(Cl)c3F)ccc21	i	41	1
Cc1ccc(S(=O)(=O)N2CCC(C(=O)OCC(=O)NC3(C#N)CCCCC3)CC2)cc1C	i	26	-11
COc1ccc(/C=C/C(=O)OCC(=O)NCc2ccccc2Cl)cc1OC	nt	18	-38
CS(=O)(=O)c1cnc(-c2ccccc2)nc1Oc1ccc(F)cc1	i	11	-21
COc1cccc(/C=N/NC(=O)c2ccccc2N(Cc2ccccc2)S(=O)(=O)c2ccccc2)c1OC	i	33	-13
CCN1CCN(c2ccc(Cl)cc2NC(=O)c2ccco2)CC1	nt	11	-30
CN1CCN(C(=O)c2ccc3c(c2)N(Cc2cccc(Cl)c2)C(=O)c2ccccc2S3=O)CC1 (centres undefined)	i	7	-30
O=C(NCC1CCCO1)c1cc(-c2ccco2)nc2ccccc12 (centres undefined)	i	11	-53
COc1cccc2c(=O)n(CC(=O)NC3CCCC3)ccc12	i	12	-2
O=C(/C=C/c1ccccc1)NCC(=O)N/N=C/c1cccs1	i	11	-12
COC(=O)c1cc(C#N)c(N2CCN(C)CC2)nc1C	i	7	-5
O=C(Cc1ccccc1)NN1C(=O)C2C(C1=O)C1C=CC2C12CC2 (centres undefined)	i	10	-6
COc1ccc(CCNC(=O)C(=O)NCC2OCCN2S(=O)(=O)c2ccc(OC)c(OC)c2)cc1 (centres undefined)	i	25	-31
CCOC(=O)c1sc(=NC(=O)c2cccc(C)c2)n(C)c1C	i	13	-18
CC(=O)c1c(COC(=O)c2ccc(C)cc2)nc2ccccc2[n+]1[O-]	i	5	-10
CC(CNS(=O)(=O)c1ccc2c(c1)NC(=O)CCS2)c1ccccc1 (centres undefined)	i	4	-9
Fc1ccc(-[n+]2nc(Nc3ccccc3)sc2-c2cccc(Cl)c2Cl)cc1	i	25	-9
COCCSc1ccccc1C(=O)N1CCN(Cc2ccc3c(c2)OCO3)CC1	i	12	-6
Cc1ccccc1C(=O)NC1CCN(C(=O)N(c2ccccc2)c2ccccc2)CC1	i	3	-43
O=C(Cc1ccc(F)cc1)Nc1nccs1	i	5	-9
CCN1c2ccccc2-c2nc3ccccc3n2C1c1ccccn1 (centres undefined)	i	36	-26
Cc1cc(=O)oc2c(CN3CCCC3)c(O)c(Cl)cc12	i	-4	-14
CCCCNC(=O)c1ccc(CNS(=O)(=O)c2ccc(Br)cc2)cc1	i	16	-25
CCCCOC(=O)CNc1nnc(SCC(=O)OCC)[nH]c1=O	i	50	2
C1CCN(c2c3c(nc4nnnn24)CCCC3)CC1	i	-2	-12
CCN1CCN(S(=O)(=O)c2ccc(Cl)c(C(=O)NCc3nc4ccccc4[nH]3)c2)CC1	nt	4	-11
O=C(c1cc2c(ccc3ccccc32)oc1=O)N1CCN(CCO)CC1	i	29	-11
Cc1ccc(/C=N/NC(=O)c2cc(-c3ccc(C)o3)[nH]n2)cc1	i	26	-11
Cc1[nH]nc2c1C1(CCC3(CC1)OCCO3)C(C#N)=C(N)O2	i	11	-19
COc1ccccc1OCC(=O)OCC(=O)Nc1ncc(Cl)cc1Cl	i	2	-18
Cc1ccc(S(=O)(=O)NNC(=O)c2cc([N+](=O)[O-])c(C)c([N+](=O)[O-])c2)cc1	i	24	-19
CCn1c(CN2CCCCCC2=O)nnc1SCc1cnc(-c2ccccc2)s1	i	20	-25
c1coc(CSc2ncnc3c2oc2ccccc23)c1	i	3	-20
CC(Sc1nc2ccccc2c(=O)n1CC1CCCO1)C(=O)NC(C)c1ccccc1 (centres undefined)	i	29	-25
COc1ccc(OCC(=O)N/N=C/c2ccc(OC)c(OC)c2C(=O)O)cc1	i	1	8
CCCCCn1c(=O)[nH]c2c(c1=O)CCC2	i	15	-21
CCO/N=C(/C)c1c(O)cc(C(C)(C)C)n(-c2ccccc2)c1=O	i	14	-7
CC(C)Nc1nc(Cl)nc(Nc2ccccc2)n1	i	-2	-20
Cc1ccc(C(=O)NCC(=O)Nc2ccncc2)cc1C	i	8	17
C[C@H]1CC[C@]2(O[C@H](CCO)C[C@H](O)[C@H]2O)O1	i	31	-8
Remaining list, next part
SMILES	CHT PAM	OX1R antag-1	OX1R antag-2
O=C(CSc1cccc2cccnc12)NCc1ccco1	i	15	-13
O=C(COc1ccccc1Cl)NC(=S)Nc1cccc(NC(=O)c2ccccc2Cl)c1	i	23	-22
O=C(Nc1cccc(NC(=O)C2CCCO2)c1)c1ccco1 (centres undefined)	i	9	-20
COc1cc(NC(=O)C2Cc3ccccc3CN2S(C)(=O)=O)cc(OC)c1 (centres undefined)	i	-4	-34
COC(=O)c1cc(COc2ccc3c(c2)oc(=O)c2ccccc23)c(C)o1	i	19	-20
CCN(CC(=O)NCc1cccs1)S(=O)(=O)c1c(F)cccc1F	nt	3	7
O=C(NC1=NCCS1)c1cccc(Br)c1	i	10	-10
O=C(NCc1ccco1)C(=O)NCC1OCCN1S(=O)(=O)c1cc(F)ccc1F (centres undefined)	i	10	2
CC(C)[C@H](NC(=O)OCc1ccccc1)C(=O)OCC(=O)N1CCN(c2ccc(F)cc2)CC1	nt	5	-10
O=C(COc1ccc(S(=O)(=O)N2CCCC2)cc1)NCc1ccccn1	i	-4	-28
CCN(CC(=O)Nc1c(F)cccc1F)C(=O)CSc1nc(C)cc(C)n1	i	4	-9
Cc1ccc(NC(=O)COC(=O)CC2CC3CCC2C3)cc1S(=O)(=O)N1CCOCC1 (centres undefined)	nt	14	-2
Cc1noc(C)c1S(=O)(=O)N1CCC(C(N)=O)CC1	i	5	0
CC(C)(C)C(=O)NC1CCN(C(=O)N2CCCC2)CC1	i	4	14
COc1ccc(C(=O)CN2CCN(S(=O)(=O)c3cccc([N+](=O)[O-])c3)CC2)cc1	i	13	-10
CC(Cl)C(=O)NNc1cccc(Cl)n1 (centres undefined)	i	22	-8
COc1ccc(C2C(C(=O)c3sc(C)nc3C)=C(O)C(=O)N2CCCn2ccnc2)cc1OC (centres undefined)	i	15	-2
O=C(Nc1nc2c(Cl)ccc(Cl)c2s1)C1CC1	i	7	-15
CCOc1ccc2[nH]c(C)c(CN3CCN(C)CC3)c(=O)c2c1	i	6	-18
Cc1ccc(/C=C/C(=O)OCc2nc(N)nc(Nc3ccccc3C)n2)o1	i	17	-1

An excerpt of these results, comma-delimited:
SMILES,CHT PAM,OX1R antag-1,OX1R antag-2
O=C(Nc1nc2c(Cl)ccc(Cl)c2s1)C1CC1,i,7,-15
CCOc1ccc2[nH]c(C)c(CN3CCN(C)CC3)c(=O)c2c1,i,6,-18

Next results follow:
SMILES	CHT PAM	OX1R antag-1	OX1R antag-2
CCc1ccc(NC(=O)C2CCN(C(=O)N3CCOc4ccccc43)CC2)cc1	i	4	-20
Cc1ccc(N2C(=O)[C@@H]3[C@H](C2=O)C2CCCN2[C@@H]3C(=O)c2ccccc2)cc1 (some centres undefined)	i	10	-19
CC(C)Oc1ccc(CCC(=O)N/N=C/c2ccc3c(c2)OCO3)cc1	i	21	-21
O=C(COc1ccc2c(c1)CCC2)N1CCN(c2cccc(C(F)(F)F)c2)CC1	i	5	-20
O=C(Cc1c(Cl)cccc1Cl)OCC(=O)N1CCOCC1	nt	2	-3
CN=CC1=C(O)CC(C)(C)CC1=O	i	19	1
C=CCOc1ccc(CNCCO)cc1OCC	i	5	-17
CCC(C)NC(=O)CSc1nnc(-c2cc(-c3ccc(C)cc3)nc3ccccc23)n1N (centres undefined)	i	24	-42
Cc1c(C(=O)NC2=NCCS2)cccc1[N+](=O)[O-]	i	13	-24
CCOC(=O)C1(C)/C(=N/Nc2ccc(S(N)(=O)=O)cc2)C(=O)C(=O)N1c1ccccc1 (centres undefined)	i	27	-5
COc1ccc(CCNC(=O)c2noc(C(C)C)c2[N+](=O)[O-])cc1OC	i	2	-12
CC1(C)Cc2c(sc3nc4n(c(=O)c23)CCC4)CO1	i	22	-4
CC1C(=O)CCCCCCCCCC2C1(N1CCOCC1)CS2(=O)=O (centres undefined)	i	3	-29
N#Cc1ccc(/C=C2\CCCCn3c2nc2cc(C(=O)O)ccc2c3=O)cc1	i	6	5
CC(=O)Oc1ccc2c(=O)oc(-c3ccccc3C)nc2c1	i	5	0
COc1ccccc1C1C2=C(N=C3SCC(=O)N31)c1ccccc1CC2 (centres undefined)	i	28	-23
O=C1CC(c2ccsc2)c2cc3c(cc2N1)OCCO3 (centres undefined)	i	10	-9
CC(C)(C)c1nc(SCC(=O)NNC(=O)c2ccccc2)c2ccccc2n1	i	20	-36
COc1cc(OC)c(C2C(C#N)=C(C)NC(C)=C2C#N)c(C(=O)O)c1	i	7	-3
CC1=CC(=O)C(C(C)C)=C/C1=N/OC(=O)c1cccc([N+](=O)[O-])c1	i	16	-3
COc1ccccc1OCc1ccc(C(=O)NN)cc1	i	22	-13
Cc1cc(C)c(C)c(S(=O)(=O)N2CCN(CC(=O)c3c(N)n(Cc4ccccc4)c(=O)n(C)c3=O)CC2)c1C	i	4	-16

A second format for part of the listing above.
structure | CHT PAM | OX1R antag-1 | OX1R antag-2
CCc1ccc(NC(=O)C2CCN(C(=O)N3CCOc4ccccc43)CC2)cc1 | i | 4 | -20
Cc1ccc(N2C(=O)[C@@H]3[C@H](C2=O)C2CCCN2[C@@H]3C(=O)c2ccccc2)cc1 (some centres undefined) | i | 10 | -19
CC(C)Oc1ccc(CCC(=O)N/N=C/c2ccc3c(c2)OCO3)cc1 | i | 21 | -21
O=C(COc1ccc2c(c1)CCC2)N1CCN(c2cccc(C(F)(F)F)c2)CC1 | i | 5 | -20
O=C(Cc1c(Cl)cccc1Cl)OCC(=O)N1CCOCC1 | nt | 2 | -3
CN=CC1=C(O)CC(C)(C)CC1=O | i | 19 | 1
C=CCOc1ccc(CNCCO)cc1OCC | i | 5 | -17
CCC(C)NC(=O)CSc1nnc(-c2cc(-c3ccc(C)cc3)nc3ccccc23)n1N (centres undefined) | i | 24 | -42
Cc1c(C(=O)NC2=NCCS2)cccc1[N+](=O)[O-] | i | 13 | -24
CCOC(=O)C1(C)/C(=N/Nc2ccc(S(N)(=O)=O)cc2)C(=O)C(=O)N1c1ccccc1 (centres undefined) | i | 27 | -5
COc1ccc(CCNC(=O)c2noc(C(C)C)c2[N+](=O)[O-])cc1OC | i | 2 | -12
CC1(C)Cc2c(sc3nc4n(c(=O)c23)CCC4)CO1 | i | 22 | -4
CC1C(=O)CCCCCCCCCC2C1(N1CCOCC1)CS2(=O)=O (centres undefined) | i | 3 | -29
N#Cc1ccc(/C=C2\CCCCn3c2nc2cc(C(=O)O)ccc2c3=O)cc1 | i | 6 | 5
CC(=O)Oc1ccc2c(=O)oc(-c3ccccc3C)nc2c1 | i | 5 | 0
COc1ccccc1C1C2=C(N=C3SCC(=O)N31)c1ccccc1CC2 (centres undefined) | i | 28 | -23
O=C1CC(c2ccsc2)c2cc3c(cc2N1)OCCO3 (centres undefined) | i | 10 | -9
CC(C)(C)c1nc(SCC(=O)NNC(=O)c2ccccc2)c2ccccc2n1 | i | 20 | -36
COc1cc(OC)c(C2C(C#N)=C(C)NC(C)=C2C#N)c(C(=O)O)c1 | i | 7 | -3
CC1=CC(=O)C(C(C)C)=C/C1=N/OC(=O)c1cccc([N+](=O)[O-])c1 | i | 16 | -3
COc1ccccc1OCc1ccc(C(=O)NN)cc1 | i | 22 | -13
Cc1cc(C)c(C)c(S(=O)(=O)N2CCN(CC(=O)c3c(N)n(Cc4ccccc4)c(=O)n(C)c3=O)CC2)c1C | i | 4 | -16

Compound activity deposited in PubChem BioAssay by several laboratories.
